# GLS inhibitor – qHTS for Inhibitors of Glutaminase (GLS); 410,000 tested, 0.21% active; GLS enzymatic activity, qHTS titration; AID 624170, 2012; Potency, µM (highest dose often 45.5 µM), for the others: top-dose activity change, negative = inhibition, hits mostly inhibitors; Glutaminase kidney isoform, mitochondrial (Homo sapiens), O94925; note: % is set by controls: 0 for no effect and ±100 for the full control effect
# Target sequence (O94925 whole entry, looked up, canonical isoform): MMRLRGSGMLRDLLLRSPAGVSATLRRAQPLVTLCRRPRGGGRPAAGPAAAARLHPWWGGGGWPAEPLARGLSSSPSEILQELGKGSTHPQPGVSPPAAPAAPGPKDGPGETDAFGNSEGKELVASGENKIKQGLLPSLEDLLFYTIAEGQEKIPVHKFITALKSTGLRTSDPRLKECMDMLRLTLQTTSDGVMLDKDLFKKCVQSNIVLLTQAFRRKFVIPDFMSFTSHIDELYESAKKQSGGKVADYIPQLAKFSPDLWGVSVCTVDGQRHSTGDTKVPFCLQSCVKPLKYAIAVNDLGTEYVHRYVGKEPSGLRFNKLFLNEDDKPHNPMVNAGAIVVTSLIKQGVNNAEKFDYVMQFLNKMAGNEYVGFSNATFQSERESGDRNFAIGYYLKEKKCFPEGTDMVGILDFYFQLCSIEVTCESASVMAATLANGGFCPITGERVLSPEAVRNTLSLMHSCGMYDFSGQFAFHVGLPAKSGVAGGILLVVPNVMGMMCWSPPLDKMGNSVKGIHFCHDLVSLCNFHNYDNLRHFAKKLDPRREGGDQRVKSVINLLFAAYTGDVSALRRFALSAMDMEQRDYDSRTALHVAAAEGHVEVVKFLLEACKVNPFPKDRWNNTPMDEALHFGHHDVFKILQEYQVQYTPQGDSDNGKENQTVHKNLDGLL
#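 Assay buffer: 45 mM KH2PO4 pH 8.2, 0.02% Tween-20. hKGA acts on L-glutamine (1 mM solution added); product glutamate is reported by an oxidase/peroxidase Amplex Red coupling, with fluorescence taken at baseline and 30 min.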
# TrxR1 inh – qHTS Assay for Inhibitors of Mammalian Selenoprotein Thioredoxin Reductase 1 (TrxR1): qHTS; Potency, µM (doses to about 114 µM), for inactives: at the top dose activity change, negative = inhibition, actives largely listed as inhibitors; Thioredoxin reductase 1, cytoplasmic (Rattus norvegicus), O89049; 390,000 tested, 1% active; recombinant rTrxR1, NADPH fluorescence consumption, selenite substrate; note: % is set by controls: 0 for no effect and ±100 for the full control effect; nearly all actives have a fitted effect of over 65% in size
#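 Rat TrxR1 (90 nM in the dispensed reagent) was pre-reduced with 400 uM NADPH for 5 min at room temperature, then incubated with compound for 15 min. After 400 uM selenite was added, NADPH fluorescence (Ex 340/Em 450 nm) was followed for 8 min.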
# PGK inhibitor – qHTS Assay to Find Inhibitors of Phosphoglycerate Kinase; PGK/GAPDH coupled, Kinase-Glo luminescence, 60 min; Potency, µM (highest dose often 57.5 µM), for inactives: at the highest dose activity change, negative = inhibition, most hits filed as inhibitors; AID 602233, 2012; Phosphoglycerate kinase, glycosomal (Trypanosoma brucei brucei), P07378; 380,000 tested, 0.043% active; note: % is set by controls: 0 for no effect and ±100 for the full control effect; nearly all actives have a fitted effect of over 60% in size
#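 Luminescent ATP detection (Kinase-Glo Plus) follows a 60-minute room-temperature incubation, with wells lacking PGK as controls. Buffer: 100 mM TEA (pH 7.6), 5 mM MgCl2, 0.01% Tween-20. Coupling enzyme GAPDH (100 nM final) supplies unstable 1,3-BPG in-well.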
# ALOX12 inh – Primary qHTS assay for inhibitors of human arachidonate 12S-lipoxygenase (ALOX12): Round 2; purified 12hLO, xylenol orange hydroperoxide absorbance; Potency, µM (series often up to 108 µM), for the others: at the highest dose activity change, negative = inhibition, most hits filed as inhibitors; 580,000 tested, 1.1% active; AID 1671190, 2021; note: % is set by controls: 0 for no effect and ±100 for the full control effect
#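 Purified human 12hLO (150 nM final) in 25 mM Hepes, 0.01% Triton X-100, pH 7.0 was preincubated 15 min at room temperature with compound. Then 40 uM arachidonic acid was added, 30 min. Hydroperoxide was read by Fe-XO absorbance ratio 573/405 nm.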
# HP1b binding inh – HTS for Inhibitors of HP1-beta Chromodomain Interactions with Methylated Histone Tails. AlphaScreen HP1-beta / biotin-H3K9me3 peptide binding. Potency, µM (top dose mostly 114 µM), inactives show top-dose activity change, negative = inhibition, actives largely listed as inhibitors. 390,000 tested, 0.56% active; note: nearly all actives have a fitted effect of over 70% in size; inactives centre near 23
# Target sequence (P83916 whole entry, looked up): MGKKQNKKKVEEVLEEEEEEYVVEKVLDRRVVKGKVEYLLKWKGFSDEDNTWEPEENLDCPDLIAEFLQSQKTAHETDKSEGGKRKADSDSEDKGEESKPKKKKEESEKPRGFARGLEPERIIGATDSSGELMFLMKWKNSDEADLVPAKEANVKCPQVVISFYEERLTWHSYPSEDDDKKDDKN
#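 AlphaScreen: HP1-beta (50 nM) preformed 30 min with biotin-H3(1-18)K9me3 peptide (50 nM) in PBS pH 7.4, 0.01% Tween-20. Compound added for 30 min at RT, then streptavidin donor/nickel chelate acceptor beads (10 ug/mL) for 30 min.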
# RGS4 inhibitor – Inhibitors of Regulator of G Protein Signaling (RGS) 4: qHTS | Regulator of G-protein signaling 4 (Homo sapiens), P49798 | Transcreener GDP fluorescence polarization, RGS4-accelerated GTP hydrolysis | Potency, µM (highest dose often 114 µM), inactives show at the top dose activity change, negative = inhibition, actives largely listed as inhibitors | 390,000 tested, 0.039% active | AID 504845, 2011; note: % is set by controls: 0 for no effect and ±100 for the full control effect; nearly all actives have a fitted effect of over 75% in size; some results filed as inactive show a strong effect at the top dose
#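 MLSMR compounds (23 nl, pin-transferred) preincubated 10 min at room temperature with a 500nM (2x) first reagent, then RGS4 at 900nM (2x) plus Transcreener GDP mix added; fluorescence polarization (620/688 nm) read before and after 90 min at 30 °C.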
# ERG-DNA inh – qHTS for Small Molecule Inhibitors of the ERG Ets/DNA interaction; fluorescence polarization, His-ERG Ets domain / labelled DNA; Potency, µM (top dose mostly 76.9 µM), without a hit: at the top dose FP activity, negative = inhibition, most hits filed as inhibitors; 370,000 tested, 0.028% active; active = well fitted inhibition curve with a large enough effect in the polarisation, with a control signal flat; inconclusive = small, poorly fitted or top-dose-only effect, or effect the other way, or a change in a side signal; inactive = no such curve, though single readings can be large or run the other way; the % refers to the polarisation;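 note: polarization taken with two DNA probes labelled with fluorescein and Texas red; % of control where 0% means no effect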
#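 His-tagged ERG Ets domain (1 uM in the protein solution; 300mM KCl, 50mM Tris-HCl, 1mM EDTA, 1mM DTT, pH 7.5) received compound, then a probe mix of 5 nM fluorescein-DNA and 100nM Texas-615-DNA. Fluorescence polarization was read for both dyes.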
# JMJD2A Tudor – qHTS Assay for Inhibitors of JMJD2A-Tudor Domain; AID 504339, 2011; Lysine-specific demethylase 4A (Homo sapiens), O75164; AlphaScreen JMJD2A-Tudor / H3K4me3 peptide binding; Potency, µM (series often up to 114 µM), inactives show at the highest dose activity change, negative = inhibition, usual class: inhibitors; 390,000 tested, 4.4% active; note: % is set by controls: 0 for no effect and ±100 for the full control effect; nearly all actives have a fitted effect of over 50% in size
# Pin1 inh – qHTS Assay to Find Inhibitors of Pin1 | Peptidyl-prolyl cis-trans isomerase NIMA-interacting 1 (Homo sapiens), Q13526 | Pin1 FP peptide displacement, HiFluor488, 10 min | Potency, µM (doses to about 115 µM), inactives show at the top dose activity, negative = inhibition, actives largely listed as inhibitors | 390,000 tested, 0.009% active | AID 504891, 2011; active = well fitted inhibition curve with a large enough effect in the polarisation, with a control signal flat, not every such curve was filed as active; inconclusive = small, poorly fitted or top-dose-only effect, or effect the other way, or a change in a side signal; inactive = no such curve, though single readings can be large or run the other way; the % refers to the polarisation; note: % is set by controls: 0 for no effect and ±100 for the full control effect
# Target sequence (Q13526 whole entry, looked up): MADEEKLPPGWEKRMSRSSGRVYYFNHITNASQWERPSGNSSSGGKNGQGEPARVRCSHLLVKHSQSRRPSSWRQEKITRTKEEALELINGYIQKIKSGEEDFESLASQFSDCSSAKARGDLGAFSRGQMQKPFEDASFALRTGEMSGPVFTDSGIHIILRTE
# * = called active by the depositor; i = inactive; ? = inconclusive; nt = no result given; & = joins results of further samples; [ ] = dose if it differs, or a comment. Unless noted, calls come from the whole dose curve; as a rule, active = well fitted curve in the direction sought with a large enough effect; inconclusive = small, poorly fitted or top-dose-only effect, or another doubt; inactive = no such curve, though single readings can be large; an effect the other way counts as inactive or inconclusive. Potency is the fitted concentration of half-maximal effect. This is a subset; the hit share may differ from the screen's.
GLS inhibitor | TrxR1 inh | PGK inhibitor | ALOX12 inh | HP1b binding inh | RGS4 inhibitor | ERG-DNA inh | JMJD2A Tudor | Pin1 inh | Structure
-0.1% | 6.6% | 0.2% | 0.4% | 19.3% | 12.6% | -5.1% | -6.1% | -1.0% | COc1ccc(CNC(=O)COC(=O)c2ccccc2C(=O)c2ccccc2)cc1
2.3% | -10.2%[57.1 µM] | -11.2% | ? | 22.1% | -7.3% | 4.7% | ? | -19.3% | CCCN(CCC)C(=O)CSc1nc2c(sc(=S)n2-c2ccc(OCC)cc2)c(=O)[nH]1
2.7% | 11.9%[57.1 µM] | -5.5% | 17.9% | 2.0% | -3.2% | 10.3% | -10.7% | -7.0% | CC(C)CC(=O)Nc1ccccc1N1CCN(c2ccc(F)cc2)CC1
5.9% | 0.3% | -2.3% | -67.7% | ? | 28.4% | -3.3% | 1µM* | ? | Cc1ccc(C)c(OCCOCCN2CC(C)OC(C)C2)c1C (stereo not given)
-1.5% | 12.6% | -11.2% | -6.4% | 19.4% | 1.9% | -1.5% | -0.7% | -2.6% | COc1ccc(C(=O)NCC(=O)OCC(=O)NCc2ccc3c(c2)OCO3)cc1
-15.2% | 11.2µM* | nt | -28.1% | 15.6% | -21.5% | nt | -21.5% | 5.8% | CCCc1nc2c(sc3nc4c(cc32)COC(C)(C)C4)c(=O)n1Cc1ccco1
2.6% | 7.5% | -2.5% | -29.7% | 9.1% | 23.9% | 5.1% | -27.6% | -0.2% | COc1ccc(-c2onc(C)c2-c2cnn(-c3ccccc3)c2)c(O)c1
? | -20.2% | -8.6% | -4.3% | 76.4%[activator] | -26.2%[56.9 µM] | 0.3% | -6.8% | 38.5%[activator] | CC(=O)c1ccc(NC(=O)c2cc(=O)[nH]c3ccccc23)cc1
-4.1% | -5.4% | -5.3% | 2.0% | 9.6% | 12.4% | -2.6% | -18.8% | -1.4% | Cc1cccc(NC(=O)c2cccc3c2C(=O)c2ccccc2-3)c1
5.3% | 7.4% | -4.9% | 79.4%[activator] | 38.0% | -2.7% | -5.6% | 4.7% | -2.4% | CC(C)CSc1nc2ccccc2c(=O)[nH]1
5.6% | 15.4% | -1.7% | 12.8% | -4.8% | ? | -2.3% | -19.9% | 5.4% | O=C(Nc1ccccc1)N1CCc2scc[n+]2-c2ccccc21
3.5% | ? | i | -23.8% | 0.0% | -6.6% | 31.3%[activator] | -17.5% | ? | Cn1cccc1C(=O)/C(C#N)=C/c1ccc(F)cc1
-3.5% | -11.4% | i | -18.6% | 14.5% | -19.7% | -4.1% | -15.8% | 8.3% | Cc1ccccc1Nc1nnc(SCC(=O)NC2CCCc3ccccc32)s1 (stereo not given)
1.1% | -6.0% | 3.5% | -7.9% | 26.9% | 4.1% | 0.6% | -13.5% | -11.0% | Cc1cccc(N2C(=O)CC(N3CCN(Cc4ccc5c(c4)OCO5)CC3)C2=O)c1 (stereo not given)
14.8% | 22.4% | 1.5% | -23.2% | -7.4% | -4.9% | -5.9% | -15.1% | 2.2% | O=C(CN1C(=O)NC2(CCCC2)C1=O)Nc1ccccc1
2.5% | -19.8% | -0.2% | -0.7% | -2.6% | 0.3%[11.4 µM] | -18.4% | -13.1% | -0.9% | CC(/C=C/c1ccccc1)=N\NC(=O)c1cc(C)[nH]n1
-2.3% | 22.0% | -8.1% | 7.4% | 36.2% | -2.9% | 8.4% | -11.1% | 1.9% | O=C(C1CCCC1)N1CCC(CC2CC(c3ccc(Cl)cc3)=NO2)(C(=O)NCC2CCCCC2)CC1 (stereo not given)
-1.6% | -14.3% | 2.2% | -2.3% | 21.3% | 20.0% | 9.0% | -13.2% | 5.8% | Cc1cc(C)cc(N(CCC#N)C(=O)COC(=O)Cn2[nH]c(=O)c3ccccc3c2=O)c1
-6.6% | 10.7% | 2.9% | 15.9% | 143.0%[activator] | -10.2% | 5.3% | 93.8%[activator] | -2.1% | CCOC(=O)c1ccccc1NC(=O)COC(=O)C1CCCC1
2.1% | 18.1%[57.1 µM] | 4.3% | -2.7% | 21.6% | -9.5% | 8.6% | -11.4% | 0.1% | CCOc1ccc(-c2c(=O)n(OCc3nc4ccccc4[nH]3)c3ccccc3[n+]2[O-])cc1
-2.8% | ? | i | ? | 14.3% | -40.0% | -1.2% | -7.7% | ? | CC1=Nc2ccccc2/C1=C\c1nc(-c2ccc(C(F)(F)F)cc2)oc1O
12.9% | 9.4% | 7.0% | -18.5% | -16.5% | -15.1% | 11.6% | -20.6% | 12.0% | O=c1c2c3c(sc2ncn1Cc1ccc(F)cc1)CCC3
1.3% | ? | i | ? | 21.5% | ? | 1.6% | -34.8% | 3.7% | CCOC(=O)c1ccc(NC(=O)CSCc2ccco2)cc1
-6.3% | 15.4%[57.1 µM] | i | -10.7% | 5.1%[57 µM] | -11.4% | 4.5% | -19.2% | -9.0% | Cc1c(Cl)cccc1NC(=O)c1cc(S(=O)(=O)N2CCCCC2)cn1C
1.6% | -6.0% | 3.9% | 6.3% | 11.4% | 1.4% | -16.8% | ? | 5.6% | Cc1cccc(NS(=O)(=O)c2cccc(C(=O)N3CCN(C/C=C/c4ccccc4)CC3)c2)c1
2.4% | 21.4% | -6.5% | ? | 50.2%[activator] | -26.5% | 10.0% | -8.7% | -0.8% | COc1cccc(NC(=O)CN2CCN(CC(=O)Nc3ccccc3Cl)CC2)c1
6.8% | 1.7% | -5.1% | 1.5% | 84.0%[activator] | 7.1% | 7.0% | 27.2% | ? | CC(C)OC(=O)CC(=O)CSc1nc2c(c(-c3cccs3)c1C#N)CCC2
-9.1% | -3.0% | 9.8% | -8.3% | 30.4% | -16.0% | -2.8% | -4.8% | -3.0% | CCCn1c(N)c(C(=O)COC(=O)COc2ccc(Cl)c(C)c2)c(=O)n(C)c1=O
-6.4% | 11.3%[57.1 µM] | -0.6% | 16.5% | 60.8%[activator] | 3.1% | -9.9% | 15.1% | -13.7% | C=CCN=C1SC(C)(C)C(=O)N1S(=O)(=O)c1ccc(C)cc1
5.5% | ? | -6.5% | 20.0% | 54.8%[activator] | 2.5% | 10.6% | -7.1% | -4.7% | CC(C)C[C@@H](CO)N1CCN(Cc2ccc([N+](=O)[O-])cc2)CCC1=O
-3.1% | 2.0% | -0.8% | -16.8% | 70.7%[activator] | -24.3% | -6.4% | -14.6% | 35.4%[activator] | Cc1c(NC(=O)c2cccc(-c3cc4ccccc4oc3=O)c2)cccc1-c1nc2ncccc2o1
14.5% | ? | -6.5% | ? | 0.2% | 3.1% | -3.6% | 35.5µM* | 1.8% | COc1cc(CNc2ccccc2SC)ccc1O
3.8% | 21.3% | -7.3% | 3.6% | 21.5% | -4.8% | 1.1% | -22.9% | -4.8% | Cn1ccnc1SCC(=O)Nc1ccc(SC(F)F)cc1
nt | 20.5%&23.6% | nt | nt | 46.4%&17.8%[activator] | 4.2%&-0.7% | nt | ? | -5.2%&46.7% | N#Cc1ccccc1S(=O)(=O)N1CCN(c2nc(-c3cccs3)nc3ccccc23)CC1
-18.2% | 20.8%[57.1 µM] | 3.1% | -2.2% | 26.4% | 24.3% | 0.4% | -5.5% | -12.2% | O=C(CSc1nnc(-c2ccc(S(=O)(=O)N3CCCC3)cc2)o1)NCC1CCCO1 (stereo not given)
4.5% | -3.7%[57.1 µM] | -0.3% | nt | 44.3% | 31.5% | 1.4% | -10.2% | -1.5% | O=c1[nH]cnc2c1C(c1ccc(Cl)cc1)c1c(nc[nH]c1=O)O2
-10.0% | -8.3%[57.1 µM] | -1.8% | 492.9%[activator] | 7.9% | -40.1% | 10.2% | -17.4% | 4.5% | O=C1CS/C(=N/N=C/c2ccccc2)N1Cc1ccco1
-0.9% | 9.5% | -4.3% | ? | 27.2% | -17.1% | -1.4% | -10.3% | 0.1% | COc1ccc(NC(=O)CCSc2nc(-c3ccco3)cc(C(F)(F)F)n2)cc1
4.4% | ? | 3.3% | 3.0% | 48.9%[activator] | 27.5% | 1.0% | -10.0% | 5.4% | Cc1ccc(NC(=O)Cc2ccc(-n3c(C)nc4cccnc43)cc2)cc1C
2.4% | 56.5%[activator] | -7.9% | 3.7% | -23.8% | 6.4% | -0.6% | ? | 9.6% | COc1ccc(-c2nc(C#N)c(N3CCN(c4ccccc4)CC3)o2)cc1

# Just TrxR1 inh and HP1b binding inh (3 entries from above):
structure | TrxR1 inh | HP1b binding inh
CC(C)OC(=O)CC(=O)CSc1nc2c(c(-c3cccs3)c1C#N)CCC2 | 1.7% | 84.0%[activator]
CCCn1c(N)c(C(=O)COC(=O)COc2ccc(Cl)c(C)c2)c(=O)n(C)c1=O | -3.0% | 30.4%
C=CCN=C1SC(C)(C)C(=O)N1S(=O)(=O)c1ccc(C)cc1 | 11.3%[57.1 µM] | 60.8%[activator]

# Source: PubChem
